USP2a block: blocks human ubiquitin-specific protease USP2a. USP2 core, Ub-CHOP2 coupled fluorogenic reporter, 485/531. O75604. AID 463254. hit rate 0.01% among 330,000. Potency, µM (titrated, usually from 38.3 µM), for inactives: at the top dose activity change, negative = inhibition, hits mostly inhibitors;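 further: potency means the concentration at half of the fitted maximal effect; plate controls were DMSO wells for no effect and full inhibition by NEM control for full effect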
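Cell-free coupled assay: 10nM USP2 core preincubated 30min RT with compound in Tris-HCl pH 8.0/CaCl2/CHAPS buffer, then 25nM Ub-CHOP2 and 25nM reporter substrate; fluorescence (Ex 485/Em 531) read after 60min RT, normalized to NEM inhibition, concentration-response curves fitted.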
Giardia killer: Giardia lamblia killing; Giardia lamblia trophozoite viability; activity change, % at 7.66 µM, hits read low; hit rate 0.15% among 340,000; in the data active means activity change below about -80%; inconclusive means between about -30% and that limit;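 further: parasites exposed to compound for two days anaerobically before the ATP read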
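Viability, read as ATP luminescence: trophozoites at 100 cells/well, compound added, 48 hrs anaerobic at 37 deg C, then 15-30 min room-temperature development before reading.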
B2AR arrestin: recruits beta-arrestin to the human beta2-adrenergic receptor. beta-arrestin recruitment to beta2AR, cell-based reporter. Potency, µM (titrated, usually from 46.1 µM), for inactives: top-dose activation, actives largely listed as activators. hit rate 0.02% among 330,000. AID 492947;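 further: potency means the concentration at half of the fitted maximal effect; 0% = DMSO controls and full agonism = EC100 isoproterenol or metaproterenol; nearly all actives have a fitted effect of over 65% in size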
GALK inhibitor: galactokinase (human) inhibition. Purified GALK, Kinase-Glo residual ATP luminescence. hit rate 0.007% among 270,000. Potency, µM (top dose mostly 57.5 µM), without a hit: at the top dose activity change, negative = inhibition, most hits filed as inhibitors. P51570; further: potency means the concentration at half of the fitted maximal effect
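Quantitative HTS: GALK 5 nM, ATP 35 uM, galactose 100 uM, 1 h room temperature, then luciferase-based ATP detection.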
KCNH2 WT inh: inhibitors of human wildtype KCNH2 potassium channel; Q12809; U2OS, BacMam KCNH2, thallium flux FluxOr; active compounds read low; activity change, % at 1.84 µM; hit rate 0.37% among 340,000; AID 720551;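 active means maximum activity change below -70%; inconclusive means maximum activity change between -70% and -50%; inactive means maximum activity change above -50%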
Target sequence (Q12809 whole entry, looked up): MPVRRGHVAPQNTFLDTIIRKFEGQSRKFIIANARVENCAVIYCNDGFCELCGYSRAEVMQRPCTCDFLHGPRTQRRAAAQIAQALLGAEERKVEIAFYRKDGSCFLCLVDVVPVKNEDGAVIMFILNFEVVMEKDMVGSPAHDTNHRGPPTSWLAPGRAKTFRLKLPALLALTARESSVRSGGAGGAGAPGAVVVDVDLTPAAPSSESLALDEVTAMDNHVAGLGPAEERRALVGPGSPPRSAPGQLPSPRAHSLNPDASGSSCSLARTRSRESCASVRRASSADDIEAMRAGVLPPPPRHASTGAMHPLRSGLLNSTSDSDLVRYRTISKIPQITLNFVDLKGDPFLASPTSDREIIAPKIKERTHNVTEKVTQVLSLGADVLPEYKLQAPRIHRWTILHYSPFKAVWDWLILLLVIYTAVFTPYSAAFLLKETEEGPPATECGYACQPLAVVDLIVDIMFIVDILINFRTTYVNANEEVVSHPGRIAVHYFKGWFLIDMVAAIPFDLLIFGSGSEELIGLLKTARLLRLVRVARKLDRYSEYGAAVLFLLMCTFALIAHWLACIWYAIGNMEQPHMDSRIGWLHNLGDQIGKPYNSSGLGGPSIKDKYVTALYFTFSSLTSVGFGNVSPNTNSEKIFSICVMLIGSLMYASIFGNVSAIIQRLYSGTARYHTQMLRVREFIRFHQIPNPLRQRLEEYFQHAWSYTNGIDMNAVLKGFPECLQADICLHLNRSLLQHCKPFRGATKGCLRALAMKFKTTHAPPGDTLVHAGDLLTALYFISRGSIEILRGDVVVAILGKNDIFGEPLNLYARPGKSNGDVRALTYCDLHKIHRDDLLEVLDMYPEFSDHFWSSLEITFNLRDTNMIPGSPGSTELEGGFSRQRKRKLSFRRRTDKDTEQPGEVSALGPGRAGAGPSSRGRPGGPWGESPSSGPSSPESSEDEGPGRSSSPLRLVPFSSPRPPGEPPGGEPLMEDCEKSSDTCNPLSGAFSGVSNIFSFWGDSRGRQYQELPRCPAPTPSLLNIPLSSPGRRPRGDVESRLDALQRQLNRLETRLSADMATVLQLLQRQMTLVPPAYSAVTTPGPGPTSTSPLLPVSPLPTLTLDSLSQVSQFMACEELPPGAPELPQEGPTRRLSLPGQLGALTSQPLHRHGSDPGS
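U2OS cells were transduced with wild-type KCNH2 virus (2.03 x 10^8 / mL) for 4 h at room temperature, then cultured overnight at 37 C. Thallium flux was read with FluxOr dye. Rate constants were normalized to DMSO controls.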
FBPA coupling cs: counter-screen for Giardia aldolase inhibitors: coupling enzyme system; coupling enzyme system counterscreen, AmpLite Red fluorescence; activity change, negative = inhibition, % at 58.2 µM, hits read low; hit rate 0.67% among 290,000; AID 2472; in the data active means activity change below about -30%
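Compounds tested against the coupling enzymes alone at 57.5 uM final; readout was AmpLite Red fluorescence (525/598 nm) after 20 min at RT.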
Chronic BCR inh: inhibitors of chronic active B-cell receptor signaling. ABC-DLBCL IkBa-CBG/CBR reporter, luminescence ratio, 4 h. Potency, µM (series often up to 46.1 µM), without a hit: at the top dose ratio change, negative = lower green/red ratio, usual class: inhibitors. hit rate 0.05% among 340,000; active means well fitted inhibition curve with a large enough effect in the signal ratio, with a control signal flat, not every such curve was filed as active; inconclusive means small, poorly fitted or top-dose-only effect, or effect the other way, or a change in a side signal; the % refers to the signal ratio;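 further: potency means the concentration at half of the fitted maximal effect; plate controls were basal doxycycline-induced cells for no effect and cells given 10 µM MG132 for full effect; MG132 reads +100%, hits lower the ratio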
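Compounds up to 46 uM were incubated four hours with TMD8 cells whose green CBG68 luciferase is fused to IkappaBalpha; red CBR luminescence normalised the signal, and concentration-effect curves were fitted to fusion, red and ratio data.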
KCNH2 3.1 inh: inhibitors of human KCNH2 3.1 potassium channel isoform; U2OS KCNH2 3.1, thallium flux FluxOr; active compounds read low; activity change, % (tested at about 1.8 µM); hit rate 0.95% among 340,000; AID 720553;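 active means maximum activity change below -70%; inconclusive means maximum activity change from -70% to -50%; inactive means maximum activity change above -50%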;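 further: thallium influx rate constant from kinetic fluorescence after stimulation buffer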
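Measured as rate of thallium-driven FluxOr signal in transduced U2OS cells carrying the 3.1 channel, read kinetically for 2 min upon stimulation; values are rate constants scaled to DMSO control wells.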
uPA generation: blocks generation of uPA at the cell surface; cell surface uPA generation assay, qHTS; Potency, µM (highest dose often 38.3 µM), without a hit: top-dose activity change, negative = inhibition, hits mostly inhibitors; hit rate 0.31% among 330,000; AID 540303; active means well fitted inhibition curve with a large enough effect; inconclusive means small, poorly fitted or top-dose-only effect; inactive means no such curve, though single readings can be large or run the other way; tested in mouse RAW 264.7 cells; further: potency means the concentration at half of the fitted maximal effect; nearly all actives have a fitted effect of over 55% in size
PKM2 activator: PKM2 (human) enzyme activation | P14618 | purified PKM2, Kinase-Glo ATP luminescence, activation; response scale: 0% is enzyme alone, no compound | Potency, µM (doses to about 57.5 µM), for inactives: top-dose activation, most hits filed as activators | hit rate 0.34% among 260,000; further: potency means the concentration at half of the fitted maximal effect; nearly all actives have a fitted effect of over 55% in size
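Kinase-Glo luminescence reports ATP generated from ADP (0.1 mM) and PEP (0.5 mM) by purified hPK-M2 after 1 h at room temperature, pH 7.2 imidazole buffer; intermediate enzyme activity allows detecting inhibitors and activators.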
Eya2 inh: inhibitors of human Eya2 phosphatase activity; recombinant Eya2, OMFP fluorescence dephosphorylation (OMFP is methylfluorescein phosphate); hit rate 0.006% among 330,000; Potency, µM (series often up to 76.9 µM), for inactives: at the highest dose activity, negative = inhibition, hits mostly inhibitors; O00167; further: potency means the concentration at half of the fitted maximal effect
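Eya2 (0.2 uM) preincubated 10 min at ambient with compound, then OMFP substrate added at 50 uM; 10 min reaction in 50 mM HEPES pH 7.5, 50 mM NaCl, 5 uM MgCl2, 0.05% BSA, 1 mM DTT. Fluorescence read at Ex 485/Em 525 nm.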
Numbers without * were called inactive; ? = inconclusive; . = no result given; & = joins results of further samples. Unless noted, the call rests on the fitted dose curve; in most records, active means well fitted curve in the direction sought with a large enough effect; inconclusive means small, poorly fitted or top-dose-only effect, or another doubt; inactive means no such curve, though single readings can be large; an effect the other way counts as inactive or inconclusive. Unless noted, on the % scale 0 is the no-effect control and ±100 the full control effect.

structure	USP2a block	Giardia killer	B2AR arrestin	GALK inhibitor	KCNH2 WT inh	FBPA coupling cs	Chronic BCR inh	KCNH2 3.1 inh	uPA generation	PKM2 activator	Eya2 inh
CCCNC(=O)CN(c1ccc(F)c(Cl)c1)S(C)(=O)=O	2%	2	-0.1%	0%	2	4	2%	2	.	4%	4%
CC(C)NC(=O)N(C)C[C@H]1Oc2ccc(NC(=O)Cc3ccccc3)cc2C(=O)N([C@H](C)CO)C[C@@H]1C	0%	-18	-1.2%	.	-11	.	-2%	11	17%	.	3%
Cc1ccc(Cl)cc1NC(=O)COC(=O)c1ccc(N2CCCC2)c([N+](=O)[O-])c1	-1%	.	-0.4%	0%	.	1	1%	.	.	10%	2%
COc1cc(/C=C2/C(=O)NN(c3cccc(C)c3)C2=O)ccc1OC(=O)c1ccco1	-1%	-22	0.3%	-5%	.	14	16%	.	0%	?	-6%
CCCCC[n+]1ccn(C2=C([O-])c3ccccc3C(=O)/C2=N\S(=O)(=O)c2ccc(Cl)cc2)c1	-1%	8	-1.1%	1%	-28	-22	4%	?	4%	4%	3%
CNC(=O)c1c(Cl)cnn1-c1ccc(F)cc1	1%	6	-0.7%	11%	-10	1	?	5	0%	-6%	15%
CCOC(=O)N=Nc1c(O)n(C)c2ccccc12	2%	-14	-0.4%	1%	-4	2	-6%	0	5%	-3%	5%
CC1CCN(Cc2cc(=O)oc3cc(O)c(Cl)cc23)CC1	0%	-4	0.0%	1%	-2	-1	?	-24	-4%	.	8%
O=C(C1=C(O)C(=O)N(c2ncccn2)C1c1cccc(Cl)c1)c1ccco1 (configuration not stated)	.	10	.	-4%	4	-6	.	8	9%	2%	.
COc1ccc(CCNC(=O)COC(=O)C23CC4CC(CC(C4)C2)C3)cc1	-1%	1	-0.4%	2%	4	1	-11%	-13	1%	-1%	-12%
CCOC(=O)CC1C(=O)NCCN1C(=O)c1cc2c(=O)n3ccccc3nc2s1 (configuration not stated)	1%	.	-0.8%	0%	.	4	0%	.	.	-14%	7%
Nc1ccn(Cc2ccc(F)cc2)n1	2%	9	-0.1%	1%	0	3	-3%	-9	3%	1%	5%
COc1cc(NC(=O)[C@@H](NC(=O)c2ccco2)C(C)C)c(OC)cc1NC(=O)c1ccccc1	3%	0	0.1%	17%	8	2	0%	1	-13%	.	-22%
CCN(CC)c1ccc(-n2c(C)c(C(C)=O)c(C(C)=O)c2C)cc1	1%	-2	0.5%	7%	0	2	0%	13	-2%	-2%	8%
CCOC(=O)C1=C(Cn2cnc3ccccc32)NC(=O)NC1c1ccc(OC)cc1 (configuration not stated)	1%	-2	0.2%	0%	14	-1	-3%	8	.	2%	-40%
O=C1c2cnc3ncnn3c2CC2c3ccccc3CCN12 (configuration not stated)	1%	1	-0.1%	-3%	-9	0	9%	-13	1%	3%	2%
CCCC[C@@H]1CNC(=S)N1CCCc1cc(OC)c(OC)c(OC)c1	-1%	-4	-0.2%	4%	-9	2	3%	18	5%	2%	12%
O=C(NCCc1ccccc1)C(=O)NCC1OCCCN1S(=O)(=O)c1ccc(F)cc1 (configuration not stated)	6%	6	-0.6%	-2%	14	.	2%	-11	6%	0%	-3%
Cn1c(C=O)c(-c2ccc3cc[nH]c3c2)c2ccccc21	-1%	-19	0.0%	.	-2	.	-1%	7	-3%	.	16%
CN(NC1OC(=O)c2ccccc21)c1c([N+](=O)[O-])cc(C(F)(F)F)cc1[N+](=O)[O-] (configuration not stated)	1%	-12	-0.3%	1%	-4	13	13%	17	2%	-9%	-6%
COc1ccc(N/N=C(\C#N)C(=N)SCc2ccccc2)cc1	1%	-7	-0.6%	-3%	1	0	?	0	?	8%	-10%
O=C(CN1C(=O)c2ccccc2S1(=O)=O)Nc1ncccn1	5%	3	-0.2%	.	1	.	7%	0	1%	.	-4%
COCCCNC(=O)COc1ccc2oc3c(c2c1)CCCC3	-1%	4	-0.3%	0%	-11	-1	0%	11	-1%	-12%	-15%
CC(C)Oc1ccc(CCNC(=O)C2CCC(=O)N(C3CCCCCC3)C2)cc1 (configuration not stated)	1%	-2	0.5%	3%	-1	0	11%	3	-2%	2%	5%
COC(=O)[C@]1(C)N[C@H](CN(C)C(=O)Nc2ccc(F)cc2)[C@@H]2C(=O)N(C)C(=O)[C@@H]21	1%	-11	-0.3%	.	4	.	-1%	-3	2%	.	6%
COc1ccccc1NS(=O)(=O)c1cc(NC(=O)Nc2ccc(Cl)cc2Cl)ccc1N1CCCCC1	3%	9	-0.3%	-1%	0	-4	?	15	1%	-8%	-4%
C=CCOc1c(Br)cc(CNc2ccc(NC(=O)C(C)C)c(OC)c2)cc1OC	0%	-1	-0.4%	0%	6	-45*	-3%	7	.	-1%	8%
CCCn1c(SCC(=O)NCCc2ccccc2)nnc1C(C)C	-1%	7	-0.5%	-2%	-6	0	0%	1	2%	1%	-4%
O=S(=O)(c1ccc2c(c1)OCCO2)N1CCN(S(=O)(=O)c2ccccn2)CC1	1%	24	0.0%	.	.	.	0%	.	-67%	.	-7%
Cc1cccc(OCCSc2nncn2C)c1	-2%	-10	0.2%	-1%	-14	2	?	-17	-1%	3%	5%
COc1ccc(N/N=C(/C#N)S(=O)(=O)C(C)(C)C)cc1	2%	-7	-0.1%	0%	-5	0	-6%	8	9%	5%	?
O=C(NCC1(c2ccccc2)CCCC1)C(=O)N1CCOCC1	-1%	8	-0.6%	2%	0	-15	-8%	-1	2%	-2%	-1%
O=C(Oc1ccc(N(Cc2cccs2)C2=NS(=O)(=O)c3ccccc32)cc1)c1ccccc1	1%	5	0.0%	1%	16	0	-6%	-30	.	-7%	36%
Cc1ccc(OCC(=O)NC2CCCCCC2)cc1C	-5%	-19	-0.1%	0%	-9	-1	?	12	16%	2%	-7%
CCOc1ccc(Cl)cc1CSc1n[nH]c(CC)n1	-3%	-11	0.1%	0%	-4	1	-19%	14	.	1%	-32%
O=C(CCN1C(=O)/C(=C/c2ccc3c(c2)OCO3)SC1=S)Nc1ccccc1	3%	-18	0.3%	0%	-1	3	?	3	3%	5%	3%
CCC(=O)Nc1ccc(C(=O)NNC(=O)c2cccc(C)c2)cc1	-1%	-2	0.2%	-2%	11	2	-1%	23	-10%	.	2%
O=C(CSc1ccccn1)Nc1nc2c(ccc3ccccc32)s1	1%	-8	-1.2%	.	-2	-4	?	0	1%	1%	1%
Cc1cc(-c2n[nH]c(=S)n2/N=C/c2ccc(Br)s2)n[nH]1	0%	-21	-0.7%	.	1	9	6%	3	1%	-9%	2%
CN1CCN(C(=O)C2=C[C@H](c3ccccc3)C[C@H](OCc3ccc(CO)cc3)O2)CC1	-1%	-2	-0.3%	-2%	9	-1	4%	9	-2%	1%	-1%
CCOc1ccc(NC(=O)CSc2nnc(CNC(=O)c3ccco3)o2)cc1	5%	-9	0.1%	7%	7	1	-25%	12	-2%	0%	-10%
COc1ccccc1NC(=O)CSc1nc(O)cc(=O)n1-c1ccccc1OC	?	-26	-0.3%	8%	-2	2	?	9	.	-22%	11%
COC(=O)c1ccc(C)c(NC(=O)C(CCSC)NC(=O)c2cc(OC)c(OC)c(OC)c2)c1 (configuration not stated)	4%	-2	0.2%	.	-2	4	-8%	-12	-3%	.	3%
COCCCn1c(SCC(=O)N2CCc3ccccc32)nnc1-c1ccco1	3%	6	0.0%	-2%	-1	6	10%	-22	-4%	0%	-7%
CN(C)C(=O)NC1CCCCCCCCCCC1	1%	6	-0.3%	-4%	18	-1	-1%	-6	5%	-5%	-1%
CCOc1c(C)cc(-c2ncccc2O)cc1C	1%&-2%	-11&14	-1.2%&0.5%	4%&2%	-15&-2	2&0	?	7&-9	-6%	-3%&21%	8%&-3%
CCC(=O)c1ccccc1OCCCn1cncn1	2%	-3	-1.1%	0%	0	3	?	-22	1%	13%	-1%
COc1ccc2ccccc2c1/C=N/O	-2%	-7	-0.2%	5%	-22	1	?	4	0%	6%	-4%
CSc1nc(NC(C)(C)C)nc(Oc2ccc(=O)[nH]n2)n1	1%	23	0.3%	0%	7	-2	-2%	12	-4%	-4%	-12%
Cc1n[nH]c(=O)c2c(NC(=O)COC(=O)/C=C/c3cccc(C(F)(F)F)c3)oc(C)c12	2%	18	-1.8%	.	-7	.	-5%	3	-5%	.	-21%
O=C(CCCC(=O)c1ccc(F)cc1)c1ccc(F)cc1	-7%	0	-0.1%	-2%	-7	-1	?	14	5%	.	-6%
Cc1cccc(N=Nc2c(N)n[nH]c2N)c1	1%	3	0.2%	0%	8	-1	-12%	1	-8%	0%	4%
Cc1cc(C)c2c(-c3ccc(F)cc3)c(C#N)c(=O)n(C)c2n1	0%	-3	0.3%	13%	4	7	-3%	-5	-3%	4%	-2%
